Screens: PubChem BioAssay, Sanford-Burnham Center for Chemical Genomics
mIAP block – mouse IAP inhibition; AID 2806; purified mouse IAP, CDP-Star luminescence, 30 min; inhibition, % at 10 µM; 330,000 compounds, 0.2% hits;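 active means inhibition of at least 40% at 10 µM in the primary screen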;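 further: plate controls were DMSO with enzyme for no effect and no enzyme wells for full effect; values of inactives mirror those of a sister screen read the other way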
mIAP act – increases mouse intestinal alkaline phosphatase activity. muIAP, CDP-Star luminescence, 30 min; stronger effect = higher value; 1 = vehicle-only enzyme signal, 0 = enzyme-free wells. activation factor at 10 µM. 330,000 compounds, 0.24% hits. AID 2805;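 active means activation factor of at least 2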; further: the source names both 10 and 20 µM as test concentration; values of inactives mirror those of a sister screen read the other way
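Assay system: mouse IAP enzyme; reagent: chemiluminescent substrate CDP-Star; dosing: test compounds delivered from DMSO solution; schedule: 30 min at room temperature; measured by: luminescence from enzymatic CDP-Star hydrolysis; controls: DMSO-only wells and no-enzyme negative control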
SENP1 inh – inhibitors of human SENP1 SUMO protease catalytic domain. 360,000 compounds, 0.21% hits. recombinant SENP1 catalytic domain, CyPet-SUMO1-YPet FRET cleavage. AID 624204. inhibition, % at 10 µM. Q9P0U3;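 active means inhibition at least 30% at 10 µM, raw YFP signal under a set limit, fluorescence ratio 0.5 to 1.5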;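 further: 0% = enzyme with DMSO and 100% = no enzyme wells; some results filed as inactive read as strong as hits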
Target sequence (Q9P0U3 419-644 limits assumed): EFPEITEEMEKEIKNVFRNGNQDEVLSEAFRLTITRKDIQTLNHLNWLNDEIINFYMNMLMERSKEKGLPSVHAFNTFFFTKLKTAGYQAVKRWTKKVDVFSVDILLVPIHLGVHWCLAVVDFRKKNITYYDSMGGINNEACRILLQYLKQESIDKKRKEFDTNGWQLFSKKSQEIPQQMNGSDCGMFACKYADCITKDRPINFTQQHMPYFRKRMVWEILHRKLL
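Material: hSENP1 catalytic domain, recombinant; medium: Tris pH 8 with BME, BSA, NP40 and catalase; compound: single concentration of 10 µM compound, 0.5% DMSO final; technique: FRET read of cyan and yellow fluorescence; timing: 50 min enzyme reaction, room temperature, light-protected; reagent: SFCypet-SUMO1-SFYpet substrate at 25 nM; control set: no-enzyme low, enzyme-DMSO high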
NLRP3 yeast inh – inhibitors of NALP3 inflammasome in yeast; Yeast reconstituted NLRP3/ASC/caspase-1, beta-gal luminescence, 24 h; 330,000 compounds, 0.39% hits; inhibition, % at 10 µM;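 active means inhibition of 50% or more; inactive means inhibition below 50%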;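 further: plate controls were induced DMSO wells for no effect and uninduced yeast grown without galactose for full effect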
hIAP activ – increases human intestinal alkaline phosphatase activity; 330,000 compounds, 0.16% hits; purified human IAP, CDP-Star luminescence, 30 min; stronger effect = higher value; 1 = vehicle-only enzyme, 0 = enzyme-free background; P09923; AID 2524; activation factor at 10 µM;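 active means activation factor of the enzyme at least 2-fold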; further: the source names both 10 and 20 µM as test concentration; values of inactives mirror those of a sister screen read the other way
Target sequence (P09923 whole entry, looked up): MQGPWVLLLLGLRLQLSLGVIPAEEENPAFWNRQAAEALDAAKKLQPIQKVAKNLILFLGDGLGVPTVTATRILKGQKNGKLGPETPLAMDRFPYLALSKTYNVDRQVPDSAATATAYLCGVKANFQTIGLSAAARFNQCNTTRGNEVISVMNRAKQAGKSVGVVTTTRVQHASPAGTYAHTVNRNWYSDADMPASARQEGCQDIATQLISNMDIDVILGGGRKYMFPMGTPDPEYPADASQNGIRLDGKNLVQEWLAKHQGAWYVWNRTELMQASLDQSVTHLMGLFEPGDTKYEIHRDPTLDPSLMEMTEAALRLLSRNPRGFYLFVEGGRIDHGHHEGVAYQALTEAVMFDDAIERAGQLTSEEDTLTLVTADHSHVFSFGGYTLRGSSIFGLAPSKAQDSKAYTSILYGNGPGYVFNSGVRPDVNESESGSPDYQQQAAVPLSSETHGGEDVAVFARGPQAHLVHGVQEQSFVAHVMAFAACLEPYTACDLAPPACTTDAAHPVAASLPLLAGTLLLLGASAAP
MIN6 prolif – inducers of beta-cell replication in MIN6 cells; 330,000 compounds, 0.29% hits; MIN6 cells proliferation, ATPlite luminescence, 48 h; cells starved in 0.2% serum; 100% = growth in 10% serum; proliferation, % at 10 µM;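 active means compounds whose signal lies at least 3.5 SD above the mean of all wells on their plate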;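 further: 0% = DMSO-treated cells in low-serum medium and 100% = 10% serum control; some compounds called inactive have numbers as strong as hits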
hIAP block – blocks human intestinal alkaline phosphatase; purified IAP, CDP-Star luminescence, 30 min; inhibition, % at 10 µM; 330,000 compounds, 0.12% hits; AID 2544;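 active means inhibition reaching a set limit with compound at 10 µM in the primary screen, cut at about 35% in these data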;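 further: plate controls were DMSO wells with enzyme for no effect and no-enzyme buffer wells for full effect; values of inactives mirror those of a sister screen read the other way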
A3G deaminase – blocks human APOBEC3G single-stranded DNA deamination. 330,000 compounds, 0.28% hits. recombinant A3G, ssDNA deamination FAM/TAMRA fluorescence. inhibition, % at 20 µM. Q9HC16;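 active means inhibition of at least 40% at 20 µM, with no more than 30% in the related APOBEC3A deaminase screen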;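 further: plate controls were DMSO wells with A3G for no effect and wells lacking A3G enzyme for full effect; some compounds called inactive have numbers as strong as hits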
APOBEC3A inh – inhibitors of human APOBEC3A DNA deaminase | inhibition, % at 20 µM | recombinant A3A, FAM/TAMRA ssDNA deamination fluorescence | P31941 | 330,000 compounds, 0.41% hits;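 active means at least 40% inhibition at 20 µM here, with at most 30% in a related deaminase screen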;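 further: plate controls were A3A with DMSO for no effect and wells lacking A3A enzyme for full effect; some results filed as inactive read as strong as hits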
Target sequence (P31941 whole entry, looked up): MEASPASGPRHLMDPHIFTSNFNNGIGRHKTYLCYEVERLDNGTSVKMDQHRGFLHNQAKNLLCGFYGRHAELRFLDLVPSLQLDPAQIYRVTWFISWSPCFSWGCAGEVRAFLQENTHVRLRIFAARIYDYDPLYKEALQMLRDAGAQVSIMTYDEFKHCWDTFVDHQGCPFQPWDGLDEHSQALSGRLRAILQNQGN
An asterisk follows results filed as active. An excerpt. The share of hits here may be higher or lower than overall.

Values run as follows: NLRP3 yeast inh | A3G deaminase | mIAP act | APOBEC3A inh | SENP1 inh | hIAP activ | mIAP block | hIAP block | MIN6 prolif
CSc1ccccc1NC(=O)CN(C)C(=O)c1cccc(S(=O)(=O)N(C)C)c1
 : 5 | 3 | 0.99 | 0 | -1 | 0.96 | 1 | 4 | 1
CCNc1nc(NCC)nc(N/N=C/c2ccc(O)c(OC)c2)n1
 : -4 | 0 | 0.96 | 1 | 3 | 1.1 | 4 | -8 | -1
COc1ccc(COC(=O)N/N=C(\C)CC(=O)Nc2ccc(Cl)cc2)cc1
 : 18 | -6 | 1 | 3 | -1 | 0.99 | -4 | 1 | 0
CC1(C)CC(=O)C(/C=N/n2c(C(F)(F)F)nc3ccccc3c2=O)=C(O)C1
 : 13 | -5 | 0.95 | 1 | -53 | 1.4 | 5 | -42 | 0
CCCCn1c(N)c(N(C)C(=O)c2ccc(OCC3CCCO3)cc2)c(=O)[nH]c1=O (stereo not given)
 : 8 | -5 | 0.98 | -3 | 3 | 0.99 | 2 | 1 | -1
CCn1c(SCC(=O)N(C)C2CCS(=O)(=O)C2)nnc1-c1ccccc1 (stereo not given)
 : 3 | -7 | 1 | 3 | 2 | 1.1 | 0 | -7 | 2
Nc1ccc2nn(-c3cccc4ccccc34)nc2c1
 : 21 | -1 | 0.96 | -3 | -15 | 1 | 4 | -3 | -5
CCCCc1nnc(NC(=O)c2ccc(-n3cncn3)c([N+](=O)[O-])c2)s1
 : 0 | -6 | 0.97 | -3 | 3 | 0.92 | 3 | 8 | 0
Cc1cccc(Cn2c(N(C)Cc3ccccc3)nc3c2c(=O)[nH]c(=O)n3C)c1
 : 13 | -1 | 0.98 | 1 | 3 | 1.1 | 2 | -11 | 4
CCOC(=O)CSc1nc(C)c(C(C)=O)cc1C#N
 : 9 | -6 | 1 | -3 | -2 | 0.89 | -1 | 11 | -2
Cc1ccc(Cc2cnc(N3C(=N)SC(c4ccccc4)C3=O)s2)cc1 (stereo not given)
 : 3 | -8 | 1.1 | -3 | -2 | 0.98 | -13 | 2 | -6
O=C1c2ccccc2N2C(=O)c3ccccc3C2N1O (stereo not given)
 : 9 | -3 | 0.98 | -3 | -1 | 1.1 | 2 | -13 | -1
C[C@@H](C(=O)NC1CCN(Cc2ccccc2)CC1)N1C(=O)N2CCc3c([nH]c4ccccc34)[C@@]2(C)C1=O
 : 3 | -8 | 0.84 | -4 | -9 | 0.94 | 16 | 6 | -3
CCCOCC(O)CC(Cc1ccccc1)C(=O)NN (stereo not given)
 : 8 | -2 | 0.94 | -1 | 0 | 0.9 | 6 | 10 | 1
O=C(CN1C(=O)CCOc2ccccc21)Nc1ccc(Cl)c(S(=O)(=O)N2CCOCC2)c1
 : 19 | -5 | 1.1 | 10 | 2 | 1 | -10 | -2 | -1

Just hIAP activ, SENP1 inh and NLRP3 yeast inh (two entries from above):
smiles	hIAP activ	SENP1 inh	NLRP3 yeast inh
CSc1ccccc1NC(=O)CN(C)C(=O)c1cccc(S(=O)(=O)N(C)C)c1	0.96	-1	5
O=C1c2ccccc2N2C(=O)c3ccccc3C2N1O (stereo not given)	1.1	-1	9

Next part
Values run as follows: NLRP3 yeast inh | A3G deaminase | mIAP act | APOBEC3A inh | SENP1 inh | hIAP activ | mIAP block | hIAP block | MIN6 prolif
COc1ccc(CNC(=O)CCCn2ccc3cc(S(=O)(=O)N4CCCC4)ccc32)cc1
 : 5 | -3 | 1.1 | -2 | 0 | 1.1 | -14 | -12 | -2
O=C(NN=C1CCC(=NNC(=O)c2ccccn2)CC1)c1ccccn1
 : 4 | -8 | 0.87 | -2 | 1 | 1.4 | 13 | -38 | 0
CC(=O)Nc1cc(C)c2nc(NC(C)=O)sc2c1
 : -4 | -2 | 1 | 4 | 3 | 0.97 | -1 | 3 | -4
Nc1ccc(Nc2nc(-c3cc4ccccc4oc3=O)cs2)cc1
 : 15 | -2 | 0.82 | 2 | 6 | 0.96 | 18 | 4 | -3
CC(NC(=O)CSc1nc2c(cc1C#N)CN(C)CC2)c1ccccc1 (stereo not given)
 : 22 | -6 | 1 | 0 | -30 | 1.1 | -1 | -10 | -5
CCCSC(=S)c1c(C)[nH]n(-c2ccccc2)c1=O
 : 8 | 4 | 0.98 | 1 | 3 | 1.2 | 2 | -20 | -4
COc1cc2[nH]c(C(=O)N(C)Cc3ccccc3)cc2c(OC)c1OC
 : 1 | -10 | 0.93 | -3 | 1 | 0.98 | 7 | 2 | -3
Nc1ccc(S(=O)(=O)Nc2nccc(/C=C/c3ccc([N+](=O)[O-])cc3)n2)cc1
 : 23 | -5 | 0.96 | 3 | 0 | 1.1 | 4 | -9 | -3
NC(=O)c1nsc(C(=O)N(Cc2cccnc2)C(C(=O)NCc2ccccc2)c2ccc(O)cc2)c1N (stereo not given)
 : 7 | -6 | 0.97 | -4 | -8 | 1.1 | 3 | -6 | -1
N/C(=N\OC(=O)Cc1ccccc1)c1ccncc1
 : -1 | -3 | 1 | 2 | 5 | 1.1 | 0 | -10 | -5
COc1ccc(-n2c3c(cc(C#N)c2=O)C(=O)CCC3)cc1
 : 5 | -2 | 0.95 | 3 | 2 | 1 | 5 | -2 | -1
Cc1ccc(S(=O)(=O)N2CCC(=O)N(C(COCc3ccc(C(F)(F)F)cc3)C(C)C)CC2)cc1 (stereo not given)
 : 14 | -5 | 0.9 | 1 | 3 | 1.1 | 10 | -8 | -7
CC(=O)N/C(=N\c1nc(C)cc(C)n1)Nc1ccccc1Cl
 : 21 | -6 | 1 | 2 | 2 | 1.1 | -5 | -9 | 0
CCN1CCN(S(=O)(=O)c2c(C)cc(C)cc2C)CC1
 : 5 | 1 | 1.1 | 1 | 1 | 1.1 | -6 | -11 | -4
Oc1cc(Nc2ccncc2)cc2cccnc12
 : 20 | -6 | 1.1 | -2 | 0 | 1.4 | -6 | -42 | -2
CCN(CC)C(=N)/C(C#N)=N/Nc1ccccc1
 : 10 | -10 | 0.93 | -5 | 4 | 0.78 | 7 | 22 | -2
Cc1ccc(NC(=O)Nc2cccc(Cl)c2)c(C(=O)O)c1
 : -1 | -1 | 0.92 | 3 | 3 | 1.1 | 8 | -6 | -3
COc1ccccc1OCc1cc(C(=O)N2CCCC(OCc3cccnc3)C2)no1 (stereo not given)
 : 8 | 0 | 0.99 | 0 | 2 | 1.2 | 1 | -25 | 0
CC1(C)NC(=O)N(CC(O)CN2CCCC2)C1=O (stereo not given)
 : 14 | -1 | 0.94 | 2 | 0 | 1.2 | 6 | -17 | 3
COc1ccccc1N1CCN(C(=O)C2CCN(S(=O)(=O)c3ccc(F)cc3)CC2)CC1
 : 11 | -6 | 0.91 | -2 | 1 | 0.95 | 9 | 5 | -1
O=C(CN1C(=O)CSc2ccccc21)NC1CCCC1
 : 7 | -8 | 1.1 | -2 | 1 | 0.83 | -10 | 17 | -2
Cc1oc(=O)c(NC(=O)c2ccccc2)cc1C(N)=O
 : 4 | -1 | 0.97 | -2 | 1 | 1 | 3 | -2 | -2
CC(C)(C)n1nc2c(c1NC(=O)c1ccccc1F)CS(=O)C2 (stereo not given)
 : 13 | -6 | 1.1 | 1 | 1 | 1.1 | -6 | -6 | 1
COc1ccc(NC2CS(=O)(=O)CC2NCc2ccccc2)cc1 (stereo not given)
 : 3 | -8 | 0.96 | -5 | -2 | 0.83 | 4 | 17 | -2
CN(C)S(=O)(=O)c1ccc(Cl)c(NC(=O)CN2CCN(Cc3ccc4c(c3)OCO4)CC2)c1
 : 9 | -6 | 1 | -2 | 3 | 0.91 | -1 | 9 | -3
Cn1c(Cc2cccs2)nnc1SCC(=O)N1CCCc2ccccc21
 : 7 | -3 | 0.94 | -1 | 1 | 0.99 | 6 | 1 | -2
O=C1CN(C(=O)COc2ccc(F)cc2Cl)c2ccccc2N1
 : -15 | -3 | 1.2 | -5 | -7 | 0.99 | -15 | 1 | -3
C=CCn1c(SCC(=O)N(C)C)nc2sc3c(c2c1=O)CCC3
 : 11 | -3 | 1 | -3 | -1 | 1.1 | -4 | -7 | 1
CCC(C)(C)n1nnnc1C(c1cc2ccc(OC)cc2[nH]c1=O)N1CCc2ccccc21 (stereo not given)
 : 0 | -2 | 0.92 | 2 | -85 | 1.1 | 8 | -6 | -6
Cc1cc(NC(=O)CNCC(c2ccccc2)N(C)C)c([N+](=O)[O-])cc1C (stereo not given)
 : 15 | 0 | 1.1 | 1 | -1 | 1.1 | -6 | -10 | -1
Cc1nn(Cc2ccccc2)c(C)c1NC(=O)CCCn1nc([N+](=O)[O-])c(Cl)c1C
 : 12 | -6 | 1 | -2 | 3 | 1.1 | -3 | -9 | 0
CCOP(=O)(c1ccc(N(C)C)cc1)C(O)c1ccncc1 (stereo not given)
 : 18 | -7 | 1 | -2 | 0 | 0.83 | -2 | 17 | -2
Cn1nc(-c2ccccn2)nc2c(=O)n(C)c(=O)nc1-2
 : -11 | 7 | 0.97 | 2 | 33* | 1 | 3 | -2 | -8
CCN1C(=O)C(CC(=O)Nc2ccc(C)cc2C)Nc2cc(S(=O)(=O)N(C)C)ccc21 (stereo not given)
 : 15 | 0 | 1.1 | 7 | -66 | 0.93 | -6 | 7 | 0
Cc1ccc(CN=Cc2[nH]c3ccc(Br)c(Cl)c3c2O)cc1
 : 25 | -2 | 0.96 | 0 | -34 | 1.1 | 4 | -5 | -5
Cc1cccn2c(=O)c(C=O)c(N3CCCCC3)nc12
 : 13 | -4 | 0.96 | -3 | -2 | 0.93 | 4 | 7 | -1
O=C(CSC1=Nc2ccccc2C2=NC(c3ccccc3)C(=O)N12)NC1CCCCC1 (stereo not given)
 : 20 | -7 | 1 | -3 | -7 | 1.1 | 0 | -8 | -5
CC(C)CNS(=O)(=O)c1cc(C(=O)OCC(=O)N2CCOCC2)c(Cl)cc1Cl
 : 13 | -6 | 0.95 | -2 | 4 | 1 | 5 | 0 | -1
O=S(=O)(NCCc1ccccn1)c1cccs1
 : -7 | -7 | 0.97 | -4 | 0 | 0.84 | 3 | 16 | -3
COc1cccc(C2N(c3ccccc3)CCN2c2ccccc2)c1OC
 : 9 | -14 | 1 | -8 | 1 | 1 | -3 | -2 | -1
CCCCOC(=O)C(C)Sc1n[nH]c(=O)[nH]c1=O (stereo not given)
 : 2 | -2 | 0.95 | 0 | 0 | 0.98 | 5 | 2 | -1
CC(NC(=O)COC(=O)c1ccc([N+](=O)[O-])s1)c1ccccc1 (stereo not given)
 : 13 | 2 | 1 | 1 | 0 | 1.1 | -2 | -14 | -2
CCC(OC(=O)c1cccs1)C(=O)NCc1ccc2c(c1)OCO2 (stereo not given)
 : 23 | 15 | 1 | 2 | -2 | 1.2 | -3 | -17 | -2
CCOC(=O)N1CCC(NC(=O)C2CCCN(Cc3nc(-c4ccc(CC)cc4)oc3C)C2)CC1 (stereo not given)
 : -4 | -7 | 0.98 | -6 | -1 | 0.94 | 2 | 6 | -4
